Assay outcomes: PubChem, several laboratories
MC4R antag cAMP: antagonists of human melanocortin 4 receptor (MC4R); 360,000 compounds, 0.48% hits; MC4R-expressing cells, MTII-stimulated cAMP, LANCE TR-FRET; P32245; inhibition, % at 6.5 µM;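 active = inhibition above its plate's cutoff, the mean of tested wells on that plate plus 3 SD, cut at about 29% in these data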;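 also: 0% = Melanotan II alone and 100% = Melanotan II plus saturating MCL0020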
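Material – human MC4R-expressing U2OS cells · Repeats – no replicates · Detection – TR-FRET with Eu-cAMP and labeled anti-cAMP, 671 nm · Times – compound 30 min, challenge 1 h, detection 1 h · Compound – single nominal compound dose of 6.5 µM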
TLR9-MyD88 inh: TLR9-MyD88 interaction inhibition; Q9NR96+Q99836; CHO BLA complementation TLR9-MyD88, CCF4 FRET ratio; inhibition, % at 4.98 µM; 340,000 compounds, 0.21% hits;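 active = inhibition above the mean over all tested compounds plus 3 SD, cut at about 21% in these data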;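 also: 0% = DMSO only wells and 100% = clavulanate BLA inhibitor control wells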
ABCB6 inh MLPCN: human ABCB6 transporter inhibition. fluorescence ratio to DMSO, % at 10 µM. AID 602162. Q9NP58. K562-ABCB6 porphyrin accumulation, flow cytometry, 1 h; hits give low values. 360,000 compounds, 0.19% hits;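 active = fluorescence ratio to DMSO below 75%, the collection mean minus 3 SD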;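 also: signal is porphyrin accumulated inside mitochondria; 100% equals median channel fluorescence of DMSO control wells; lower ratio means ABCB6 inhibition with less porphyrin fluorescence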
ABHD5-PLIN5 inh: blocks binding of human ABHD5 to perilipin-5; Split G. princeps luciferase complementation, luminescence, 4 h; inhibition, % at 4 µM; 360,000 compounds, 0.78% hits; AID 602281;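 active = inhibition above the mean inhibition across every tested compound plus 3 SD, cut at about 22% in these data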;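 also: 0% = DMSO only wells and the 100% control is not disclosed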
m5-HT2A agonist: agonists of mouse serotonin 5-HT2A receptor (HTR2A); activation, % at 7.6 µM; 360,000 compounds, 0.66% hits; CHO-K1 mHTR2A beta-arrestin complementation, luminescence; percent of 30 µM serotonin response; P35363;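 active = activation above a run cutoff, the mean activation of all tested compounds plus 3 SD, cut at about 14% in these data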;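 also: 0% = plate median of compound wells and 100% = 30 µM serotonin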
Target sequence (P35363 whole entry, looked up): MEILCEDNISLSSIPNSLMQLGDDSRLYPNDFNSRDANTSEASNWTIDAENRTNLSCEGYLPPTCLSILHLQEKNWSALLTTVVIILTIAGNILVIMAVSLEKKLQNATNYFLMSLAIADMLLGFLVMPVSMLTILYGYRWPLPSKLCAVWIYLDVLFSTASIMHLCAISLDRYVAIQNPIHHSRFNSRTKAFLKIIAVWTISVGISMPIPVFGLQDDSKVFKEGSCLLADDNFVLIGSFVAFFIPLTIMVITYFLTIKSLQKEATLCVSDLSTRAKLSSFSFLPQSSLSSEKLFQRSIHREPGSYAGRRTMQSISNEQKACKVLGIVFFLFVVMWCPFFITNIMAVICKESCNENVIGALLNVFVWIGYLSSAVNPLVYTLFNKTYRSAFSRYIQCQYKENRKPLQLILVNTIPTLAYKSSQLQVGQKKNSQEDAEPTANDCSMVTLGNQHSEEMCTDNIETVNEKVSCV
H9c2 protect: myocardial damage modulation in H9c2 cells; H9c2 cardiomyocytes, H2O2 injury protection, ATPLite, 2 h; protection from H2O2 cell death, % at 20 µM; 360,000 compounds, 0.63% hits; AID 588492;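 active = compounds giving at least 50% protection of heart cells from peroxide-induced death in the single-dose screen, raw or plate-pattern-corrected value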;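 also: 0% = DMSO wells with peroxide and 100% = DMSO wells without peroxide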
NOD2-RIPK2 inh: blocks binding of human NOD2 to RIPK2. inhibition, % at 4.98 µM. O43353. 360,000 compounds, 0.38% hits. CHO BLA complementation NOD2-RIPK2, CCF4 ratio. AID 624267; in the data active = inhibition above about 21%;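 also: 0% = vehicle only and 100% = reference blocker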
Target sequence (O43353 whole entry, looked up): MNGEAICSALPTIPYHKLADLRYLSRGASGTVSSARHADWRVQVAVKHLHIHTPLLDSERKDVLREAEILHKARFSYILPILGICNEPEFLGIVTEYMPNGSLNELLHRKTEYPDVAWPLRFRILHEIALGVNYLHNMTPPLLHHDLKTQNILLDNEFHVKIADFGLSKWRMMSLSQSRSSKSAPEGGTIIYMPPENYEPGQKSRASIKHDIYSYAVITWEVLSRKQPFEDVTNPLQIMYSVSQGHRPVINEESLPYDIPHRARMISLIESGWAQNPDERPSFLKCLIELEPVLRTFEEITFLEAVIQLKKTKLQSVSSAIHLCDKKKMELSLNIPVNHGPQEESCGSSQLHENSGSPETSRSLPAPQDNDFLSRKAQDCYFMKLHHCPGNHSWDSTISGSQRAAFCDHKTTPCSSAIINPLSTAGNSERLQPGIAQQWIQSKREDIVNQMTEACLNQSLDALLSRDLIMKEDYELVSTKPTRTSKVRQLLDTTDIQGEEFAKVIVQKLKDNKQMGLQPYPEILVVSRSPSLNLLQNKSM
SRC2 inh: inhibits human steroid receptor coactivator 2; 370,000 compounds, 0.17% hits; AID 651957; inhibition, % at 9 µM; HEK293 GAL4-SRC2 luciferase reporter, luminescence; Q15596;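 active = inhibition above the mean inhibition of all tested compounds plus 3 SD, set per campaign, cut at about 52% in these data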;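 also: 0% = DMSO treated cells and 100% = cells given Gossypol at 36 µM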
MC4R ag barr: activates human MC4R beta-arrestin recruitment. 360,000 compounds, 0.98% hits. U2OS MC4R beta-arrestin complementation, luminescence; percent of melanotan II response, DMSO zero. P32245. activation, % at 8.9 µM;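 active = activation above a per-plate cutoff, the mean activation of sample wells on that plate plus 3 SD, cut at about 8% in these data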
Glyco luc inh: N-linked glycosylation inhibition; D54 ERlucT glycosylation luciferase reporter, 24 h; percent of 100 nM tunicamycin response; reporter increase, % at 12.5 µM; 360,000 compounds, 0.23% hits; AID 588692;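 active = mean luciferase reporter signal, scaled so untreated is 0 and the glycosylation-blocking control 100, at or above a set limit in every replicate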;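 also: luciferase carries N-glycosylation sites so blocking glycosylation raises the light; 0% = median of neutral control wells and 100% = median of 100 nM tunicamycin wells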
An asterisk follows results filed as active; · = not tested or not shown. An excerpt, so the mix of outcomes need not match the whole.

canonical_smiles	MC4R antag cAMP	TLR9-MyD88 inh	ABCB6 inh MLPCN	ABHD5-PLIN5 inh	m5-HT2A agonist	H9c2 protect	NOD2-RIPK2 inh	SRC2 inh	MC4R ag barr	Glyco luc inh
COc1ccc(C(O)c2cc(OC)ccc2OP(=O)(N(C)C)N(C)C)cc1 (stereo unspecified)	9	-10	97	-2	0	1	-3	-21	0.5	0
CCCCC(C)C(OC(=O)CC(CC(=O)O)C(=O)O)C(CC(C)CC(O)CCCCC(O)CC(O)C(C)N)OC(=O)CC(CC(=O)O)C(=O)O (stereo unspecified)	8	-10	96	8	5	-2	-6	2	0.0	-5
CC(=O)[C@H]1CCC2C3CC[C@H]4C[C@@H](O)CC[C@]4(C)C3CC[C@@]21C (stereo partly specified)	-2	-11	100	-2	1	-7	-4	-15	-0.2	-5
O=C(O)CCCOc1ccc(Cl)cc1Cl	8	-2	95	-3	8	4	-9	10	-0.8	0
CCCOP(=O)(OCCC)C(NC(=O)c1cc(OC)c(OC)c(OC)c1)c1ccccc1 (stereo unspecified)	5	-4	86	-6	1	25	-9	-30	-0.9	9
C=CCN1C(=O)/C(=C/c2ccc(Br)s2)C(=O)NC1=S	13	-3	103	7	1	-15	-4	22	-1.3	4
COCCNC(=O)N1[C@H]2CC[C@@H]1C(C(=O)OC)=C(c1ccc(-c3ccccc3)c(F)c1)C2	14	-7	95	-1	-6	-8	-4	18	-2.4	-5
CNCCc1nc(N)n[nH]1	2	4	108	-3	-3	-6	-11	-4	-1.2	4
OC1/C(=C/c2ccccc2F)N2CCC1CC2 (stereo unspecified)	-2	0	93	1	4	7	-1	15	-0.4	2
CN1CCN(Cc2nc3ccccc3n2C)CC1	4	-2	100	-3	-5	-4	2	-24	-3.1	0
CC(=O)N(C)CC#CCN1CCC(O)CC1	3	4	94	7	-1	6	12	9	-2.4	0
O=C(C[N+]12CCC(CC1)C(CO)C2)c1ccc([N+](=O)[O-])cc1 (stereo unspecified)	22	-4	99	3	4	-3	-8	22	1.9	6
COc1nc(NCC2CCCO2)nc(N2CC3CC(C2)c2cccc(=O)n2C3)n1 (stereo unspecified)	6	-10	95	3	5	6	-15	15	-0.5	4
CCOc1ccc(C(C)=O)cc1Cc1c(O)[nH]c(=S)[nH]c1=O	20	-8	102	2	5	4	-2	-10	0.0	0
Cc1cc(C)c(C)c(C(O)(C(=O)O)c2ccccc2)c1C (stereo unspecified)	8	2	108	-2	0	0	1	-30	-0.8	0
CN1C[C@H](CNC(=O)OCc2ccccc2)C[C@@H]2c3cccc4c3c(cn4C)C[C@H]21	5	4	96	1	-1	35	-5	-41	1.5	3
N=Cc1c(O)n(-c2ccc(C34CC5CC(CC(C5)C3)C4)cc2)c(=O)[nH]c1=O	-5	-15	101	-7	1	-4	0	9	-0.9	2
COc1ccc(N/N=C/c2c(O)n(-c3cccc(C)c3)c(=O)[nH]c2=O)cc1	2	-8	106	9	-2	-7	4	-22	1.1	2
O=C/C=C/c1ccccc1	9	3	101	-15	-2	0	14	-2	-0.8	2
CCOc1cc(C)cc2oc(=O)c3c(c12)CCCC3	2	-1	98	3	2	6	1	15	-1.8	0
O=C(O)Cc1cnc[nH]1	3	-5	96	-1	-5	-4	-11	-9	0.1	0
C[C@]12CCC3C(CC[C@H]4C[C@H](N)CC[C@]34C)C1CC[C@H]2O (stereo partly specified)	0	-5	84	-2	-5	-1	3	26	1.9	-1
COC(=O)C1=C(c2ccc(C(C)=O)cc2)C[C@@H]2CC[C@H]1N2C(=O)N1CCCC1	-2	-3	99	-7	5	-5	-2	9	-1.8	1
CCC(=NCc1cc(OC)cc(OC)c1)c1c(O)n(C2CCCCC2)c(=O)[nH]c1=O	-3	-3	101	-1	3	-17	2	25	-0.5	-5
CCN(CC)c1nc2c(C)cccn2c(=O)c1C=C1C(=O)NC(=O)NC1=O	-2	-3	38*	5	0	6	-7	-21	1.3	-1
COc1cc(/C=C/[N+](=O)[O-])ccc1O	3	10	100	70*	-14	31	42*	-1	-4.0	29*
NCCc1c[nH]c2ccc(OCc3ccccc3)cc12	11	4	95	4	12	-2	-4	-47	-2.4	1
CNC(=S)N(C)CCc1cc2c(c(OC)c1/C=C1/C(=O)NC(=O)N(C)C1=O)OCO2	0	-3	102	35*	9	4	-1	1	0.4	2
CCC(=NCCc1c[nH]c2ccccc12)c1c(O)n(C)c(=O)n(C)c1=O	16	2	91	3	27*	-14	2	12	0.4	1
O=C(COC(=O)Cc1ccccc1)Nc1cc(S(=O)(=O)N2CCCCC2)ccc1Cl	-2	1	99	4	5	-4	-1	12	-4.2	-2
CC(=O)NC(Cc1ccc(N(CCCl)CCCl)cc1)C(=O)NC(CC(C)C)C(=O)O (stereo unspecified)	-4	6	90	6	0	5	-14	-10	-1.2	0
CC1CCC2C(C)C(=O)OC3OC4(C)CCC1C32OO4 (stereo unspecified)	15	0	102	-6	7	-2	-4	10	-1.1	1
CC(=NCc1ccc(F)cc1)c1c(O)n(C)c(=O)n(C)c1=O	5	-10	93	3	2	-5	-2	-9	0.3	2
Oc1ccc2ccccc2c1CN1CC=C(c2ccccc2)CC1	10	4	101	-1	-4	-18	3	8	-2.1	-5
N[C@@H]1CC[C@@]2(O)[C@H]3Cc4ccc(O)c5c4[C@@]2(CCN3CC2CC2)C1O5 (stereo partly specified)	0	-2	96	-2	-8	4	-4	25	-0.9	-5
O=NN1CCCCC1	7	0	102	2	1	0	-1	-20	-0.6	2
NCCc1nc2ccccc2s1	6	-10	100	-4	-4	0	7	12	-2.0	-2
Cc1[nH]c2ccc(OC(F)(F)F)cc2c1CCNCc1cccc([N+](=O)[O-])c1	-8	2	93	8	-5	-13	-2	6	2.3	-3
Oc1cccc2cccnc12	5	·	103	0	1	6	-18	-5	0.6	2
O=[N+]([O-])c1cccc(NP(=O)(N2CC2)N2CC2)c1	2	-9	98	-3	-3	-1	-6	4	-3.2	-2
CCOc1ccc(N=Cc2c(O)n(C(C)(C)C)c(=O)[nH]c2=O)cc1	-1	4	91	0	0	34	1	6	2.7	3
COCCNC(=O)Cn1cc(/C=C2\C(=O)NC(=O)N(c3cccc(C)c3C)C2=O)c2ccccc21	22	-8	101	20	1	9	1	-1	1.6	5
C=C1C2C[C@H](O)C(C)(C)[C@@]2(O)[C@H](O)C[C@]23C[C@@](C)(O)[C@H](CC[C@H]12)[C@H]3OC(C)=O (stereo partly specified)	2	-84	97	-1	4	-2	-15	-24	-0.5	-1
CC1CN1P(=O)(Oc1ccc2ccccc2c1)N1CC1C (stereo unspecified)	1	-1	101	0	-2	0	12	9	-1.2	0
COC(=O)C1=C(c2cccc(OCc3ccccc3)c2)C[C@@H]2CC[C@H]1N2C(=O)NCc1ccc(F)cc1	2	-9	97	0	0	-3	-5	-2	-2.2	-6
Cc1cc(C=C2C(=O)NC(=S)NC2=O)c(C)n1-c1ccc2c(c1)OCO2	21	12	99	-2	16*	4	7	-11	-1.2	1
O=c1[nH]c2ccccc2n1C1CCN(C(c2cc3ccccc3o2)c2nnnn2Cc2ccccc2)CC1 (stereo unspecified)	·	·	98	7	7	10	-8	14	·	-10
CC(C)(C)c1o[nH]c(=O)c1CC(N)C(=O)O (stereo unspecified)	2	4	97	0	4	-2	-9	1	0.2	-2
O=Cc1cn(Cc2ccc([N+](=O)[O-])cc2)c2ccccc12	6	6	101	2	0	0	-1	3	-1.1	-14
COc1ccc(CCn2c(O)c(C=NCCCO)c(=O)[nH]c2=O)cc1OC	4	-4	97	-3	3	9	0	13	2.8	0
Cc1cc(=O)oc2c(C)c(OCC(=O)N3C[C@H]4C[C@@H](C3)c3cccc(=O)n3C4)ccc12	0	-1	103	-5	0	-2	-19	-5	-1.5	0
CN1CC(C(=O)c2cccc(C(F)(F)F)c2)C(c2ccc(Cl)cc2)C1 (stereo unspecified)	3	-7	99	3	-8	-10	-7	6	5.2	-4
COc1ccc(CN2C(=O)NC(=O)/C(=C/c3ccc(OC)c(OC)c3OC)C2=O)cc1	4	-3	95	9	2	4	-6	19	-0.1	0
Cc1cc(Cl)ccc1OC(C)C(=O)O (stereo unspecified)	6	3	97	4	15*	8	-12	-15	0.5	-1
C=CCn1c(O)c(C(CC)=NCc2ccco2)c(=O)[nH]c1=O	8	-4	94	2	-4	6	0	-14	-0.9	5
COc1ccc(CCNCc2ccccc2)cc1	-2	-9	101	-3	10	3	-17	-26	-1.2	1
C[C@H](NC(=O)CCC(=O)N1C[C@H]2C[C@H](C1)c1cccc(=O)n1C2)c1ccccc1	4	6	95	0	-3	-2	7	4	-0.1	1
CCC1(CCCC(=O)c2ccc(F)cc2)C(=O)NC(=S)NC1=O	11	0	100	-3	-1	8	8	-2	-2.5	1
O=C(N/N=C/c1c(O)n(Cc2ccccc2)c(=O)[nH]c1=O)c1ccccc1	-5	0	107	5	-4	2	13	-15	-0.3	-1
Cc1ccc(Oc2cc(NN3CCCCC3)c([N+](=O)[O-])cc2[N+](=O)[O-])c([N+](=O)[O-])c1	0	0	99	4	7	1	0	-11	1.1	-2

Carrying on.
canonical_smiles	MC4R antag cAMP	TLR9-MyD88 inh	ABCB6 inh MLPCN	ABHD5-PLIN5 inh	m5-HT2A agonist	H9c2 protect	NOD2-RIPK2 inh	SRC2 inh	MC4R ag barr	Glyco luc inh
O=C1NC(=O)C(Nc2ccccc2)C(=O)N1	-7	9	103	3	2	3	-6	7	2.0	0
CCOP(=O)(OCC)C(NS(=O)(=O)c1ccccc1)C(Cl)(Cl)Cl (stereo unspecified)	1	-7	91	6	0	1	5	-4	0.5	2
O=C1NC(=S)NC(=O)C1=Cc1cccc2cc3ccccc3cc12	-2	8	104	-1	-1	-18	4	-27	-1.6	20
Cn1c(O)c(C(=O)c2ccccc2F)c(=O)n(C)c1=O	-3	6	88	-1	-4	0	1	-15	-0.4	1
N[C@@H](Cc1ccc(N(CCCl)CCCl)cc1)C(=O)O	-1	-4	108	-4	-2	-10	-5	-3	1.0	-3
COC(=O)C1=C(c2ccc(F)cc2OCc2ccccc2)C[C@@H]2CC[C@H]1N2C(=O)N1CCC(O)(c2ccc(Cl)cc2)CC1	1	2	91	-3	-5	-3	-17	-13	0.1	-4

One compound at a time (already shown).
C=C1C2C[C@H](O)C(C)(C)[C@@]2(O)[C@H](O)C[C@]23C[C@@](C)(O)[C@H](CC[C@H]12)[C@H]3OC(C)=O (stereo partly specified) as listed: MC4R antag cAMP: 2; TLR9-MyD88 inh: -84; ABCB6 inh MLPCN: 97; ABHD5-PLIN5 inh: -1; m5-HT2A agonist: 4; H9c2 protect: -2; NOD2-RIPK2 inh: -15; SRC2 inh: -24; MC4R ag barr: -0.5; Glyco luc inh: -1
Cc1[nH]c2ccc(OC(F)(F)F)cc2c1CCNCc1cccc([N+](=O)[O-])c1 as listed: MC4R antag cAMP: -8; TLR9-MyD88 inh: 2; ABCB6 inh MLPCN: 93; ABHD5-PLIN5 inh: 8; m5-HT2A agonist: -5; H9c2 protect: -13; NOD2-RIPK2 inh: -2; SRC2 inh: 6; MC4R ag barr: 2.3; Glyco luc inh: -3
